Yfh1-off respiration: enhancers of respiration in Yfh1-depleted yeast, dose response, Friedreich's ataxia, plus single-dose screen (AID 1465). S. cerevisiae Yfh1-off respiration, WST-1 reduction, 72 h; higher fold induction means a stronger effect. fold induction at 50 µM; hits with a dose series show EC50 in µM. actives 0.074% (n = 220,000);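 active means fold induction of absorbance versus untreated yeast above a set limit, then at least 30% activation at any dose in follow-up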;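 further: activators that raise dye reduction in frataxin-depleted yeast; strong numbers were not always called active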
M17LAP inhibition: P. falciparum M17LAP inhibitors, primary screen, biochemical, fluorogenic H-Leu-NHMec substrate, 1536-well (AID 1619) | Leucine aminopeptidase (Plasmodium falciparum (isolate 3D7)) | recombinant M17LAP, H-Leu-NHMec fluorogenic kinetic assay; higher % means a stronger effect | inhibition, % at 30 µM; hits with a dose series show IC50 in µM | actives 0.38% (n = 220,000);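 active means compound inhibiting the enzyme by more than half at any dose during confirmatory dose-response retesting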;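 further: plate controls were full reaction with DMSO carrier for no effect and no enzyme background for full effect; strong numbers were not always called active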
MT stabilize HCS: microtubule stabilizers in HeLa cells, primary screen, imaging, high-content imaging. HeLa tubulin immunostaining HCS, 24 h; share of cells brighter than vehicle mean+2SD. % tubulin-high responders, % at 10 µM. actives 0.83% (n = 200,000);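 active means plate Z-score above 3 for both tubulin-high and condensed-nucleus cell shares, with cell loss under 80%, at 10 µM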;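 further: anti alpha tubulin signal scored within the nucleus-defined area of each cell; some results filed as inactive read as strong as hits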
Hep lipid drop: inhibitors of hepatocyte lipid droplet formation, primary screen, imaging, high-throughput imaging, BODIPY stain; AML12 mouse hepatocytes, oleate lipid droplets; inhibition, % at 6.5 µM; actives 0.4% (n = 240,000); AID 1656, 2009;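 active means lipid droplet intensity inhibited by at least 50%, with more than 500 cells counted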
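Test system: AML12 mouse liver cells; schedule: overnight exposure; technique: high-content imaging of BODIPY-stained droplets and DAPI nuclei; read-out: % inhibition of corrected integrated BODIPY droplet signal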
Dynein transport: inhibitors of GR-EGFP nuclear translocation, primary screen, dynein cargo transport inhibitor project, imaging, high-content, 3617.4 mouse cells. test concentration mostly 20 µM; stimulated with dexamethasone, 1 µM; active compounds read low. z-score, hits read low. actives 0.47% (n = 220,000);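 active means plate z-score of nuclear minus cytoplasmic receptor signal below a set negative limit, without overly bright fluorescence or cell loss, cut at about -3.5 in these data, passing the limit was not always enough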;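 further: z-score of nuclear minus cytoplasmic ring GR-EGFP intensity difference per well; some compounds called inactive have numbers as strong as hits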
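Buffer or medium: Induction medium lacking tetracycline, stripped serum | Also added: Dexamethasone agonist, 1.0 µM final, for 30 min | Timing: 48 h induction, 1 h compound, 30 min dex at 37 °C | Detection: Formaldehyde fixation, Hoechst nuclear stain, 10x automated fluorescence imaging | Measure: Nuclear versus cytoplasmic GR-EGFP signal, averaged per well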
ER stress rescue: rescue of cells from ER stress-induced death, primary screen, 384-well, CSM14.1, thapsigargin, ATP luminescence (AID 1222) | CSM14.1 thapsigargin-induced death rescue, ATP luminescence; higher % means a stronger effect | 190,000 tested, under 10 active | cellular ATP content (survival), % at 20 µM; hits with a dose series show EC50 in µM;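 active means EC50 below 50 µM in the dose-response confirmation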;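 further: death triggered by thapsigargin at about 15 µM added after 2 h compound pretreatment; cell ATP read after overnight thapsigargin exposure of roughly 18 to 22 hours; normalized against plate controls of thapsigargin alone and 5% DMSO vehicle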
Ins promoter up: insulin promoter activators in MIN6 cells, imaging, high-content screening, mouse beta cells; AID 1625, 2009; z-score at 5 µM; MIN6 insulin promoter-GFP reporter; active compounds read high; actives 0.3% (n = 190,000);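 active means z-score above 3 at 5 µM with at least 500 cells counted in the well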
P. falciparum M1AAP: P. falciparum M1AAP inhibitors, biochemical, fluorogenic H-Leu-NHMec substrate, 1536-well (AID 1445); Aminopeptidase N (Plasmodium falciparum (isolate 3D7)); recombinant M1AAP, H-Leu-NHMec fluorogenic kinetic assay; higher % means a stronger effect; one-dose inhibition, % at 30 µM; IC50 in µM for titrated hits; actives 0.42% (n = 220,000);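 active means primary inhibition above the hit cutoff, then over 50% inhibition at one or more dose response concentrations, cut at about 23% in these data, passing the limit was not always enough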;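 further: plate controls were DMSO full reaction for no effect and no enzyme background for full effect; strong numbers were not always called active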
Autophagy HCS: autophagy modulators in MEF cells, primary screen, imaging, high-content, MEF GFP-LC3; actives 0.98% (n = 190,000); MEF GFP-LC3 puncta imaging; test concentration mostly 10 µM; calls only at 10 µM (by protocol);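 active means percentage of spot-positive cells more than 3 SD above its plate mean, without a fluorescence outlier flag or 80% toxicity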;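 further: spot-positive cell cutoff set from DMSO-treated cells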
Dynein transport cytoplasmic EGFP: recorded beside Dynein transport, whose call it bears; z-score; measured here: cytoplasmic GR-EGFP intensity; active compounds read high
Dynein transport nuclear GR-EGFP: second read-out of Dynein transport, no call of its own (marks repeat the call); z-score; measured here: nuclear GR-EGFP intensity;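 lower value marks the stronger effect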
Dynein transport cell count: also measured in Dynein transport; calls as there; z-score; measured here: cell count per field
Ins promoter up cell count: also measured in Ins promoter up; calls as there; cell count; measured here: cytotoxicity, nuclei count;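 total cells summed across four imaged fields per well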
Hep lipid drop cells 6.5 µM: second read-out of Hep lipid drop, no call of its own (marks repeat the call); cell count; measured here: cell count, cytotoxicity flag;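 cells counted across two imaged fields per well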
MT stabilize HCS Hoechst-high %: also measured in MT stabilize HCS; calls as there; % Hoechst-high responders; measured here: nuclear condensation Hoechst responders;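 share of cells brighter than vehicle mean plus two SD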
MT stabilize HCS cytotoxicity %: recorded beside MT stabilize HCS, whose call it bears; toxicity, %; measured here: cytotoxicity by cell density;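 0% = mean cell density of plate MIN control wells and 100% = no cells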
Autophagy HCS cell loss 18 h: second read-out of Autophagy HCS, no call of its own (marks repeat the call); toxicity, %; measured here: cell loss, nuclei count;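 cell loss after 18 h compound exposure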
* = called active by the depositor; i = inactive; . = not tested or not shown.

SMILES	Yfh1-off respiration	M17LAP inhibition	MT stabilize HCS	MT stabilize HCS Hoechst-high %	MT stabilize HCS cytotoxicity %	Hep lipid drop	Hep lipid drop cells 6.5 µM	Dynein transport	Dynein transport cytoplasmic EGFP	Dynein transport nuclear GR-EGFP	Dynein transport cell count	ER stress rescue	Ins promoter up	Ins promoter up cell count	P. falciparum M1AAP	Autophagy HCS	Autophagy HCS cell loss 18 h
COCCN(CC(=O)NC1CCCCC1)C(=O)CSc1nc2ccccc2o1	i	-1%	2.6	1.5	7.5	-14	644	-1.2	0.085	-0.33	0.3	.	0.57	1386	6%	i	-2
COc1ccc(NC(=O)C2C3C=CC(C3)C2C(=O)NCc2ccco2)cc1 (centres undefined)	i	37%	5.1	3.1	2.2	-13	809	-0.31	-0.18	0.11	-0.61	5.7%	0.52	1240	5%	i	-5
CCOC(=O)c1c(NC(=S)Nc2ccc(C)cc2)sc2c1CCC2	i	3%	1.0	5.2	7.1	13	612	-0.51	-0.32	-0.72	0.73	-2.1%	0.83	1296	1%	i	-5
O=C(O)CCC(=O)Nc1ccc(Br)c(Cl)c1	i	9%	3.0	1.6	7.2	.	.	2.7	-0.18	2.3	-1.2	0.3%	-0.16	1447	9%	i	-27
Cc1c(NC(=O)CSc2nnnn2-c2ccc(F)cc2)c(=O)n(-c2ccccc2)n1C	i	16%	2.6	1.7	7.0	18	690	-0.56	-0.21	-0.0051	0.1	2.4%	-0.64	1582	11%	i	20
CSCc1cc(N(C)C)nc(SCc2ccc(Cl)c(Cl)c2)n1	i	8%	1.7	0.9	4.8	.	.	-0.83	-0.15	-0.51	0.68	-0.2%	-1.7	1146	8%	i	1
CCOC(=O)C1CCCN(Cc2nc(Cc3ccccc3Cl)no2)C1 (centres undefined)	i	1%	1.8	1.6	3.3	-4	742	-0.39	-0.32	-0.38	1.3	-0.2%	0.61	1326	6%	i	19
CCN(CC)CCCNC(=O)c1cc(Sc2nnc(C)s2)nc2ccccc12	i	13%	3.1	2.2	1.2	-10	647	0.49	-0.057	0.53	0.28	-1.9%	0.04	1380	8%	i	9
O=C(CNc1n[nH]c(=O)[nH]c1=O)N/N=C/c1ccccc1	i	1%	.	.	.	5	720	-0.94	-0.27	-0.47	0.65	.	-1.1	1354	4%	.	.
CN1C(C(=O)NCc2cccc(Br)c2)CC2Cn3c(nc4ccccc43)C21 (centres undefined)	i	-3%	.	.	.	16	642	0.055	-0.79	0.18	-0.39	.	-0.34	1083	0%	.	.
Cc1ccc2nc(-c3ccc(NC(=O)CSc4ccccc4)cc3)[nH]c2c1	i	5%	2.3	1.6	9.3	8	611	0.52	-0.2	0.13	-0.16	-2.1%	-0.49	1856	0%	i	-33
Cc1cnc(NC(=O)CSc2nnc(C)n2N)s1	i	-13%	4.8	2.7	0.0	-2	711	0.29	-0.23	-0.12	-0.0054	-0.8%	0.17	1190	2%	i	-5
COc1ccc2c(c1)CCC1C2=NN(/C(C)=C\C(C)=O)C1c1ccc(F)cc1 (centres undefined)	i	4%	1.1	2.7	6.8	-6	713	-0.88	-0.24	-0.58	0.95	-0.2%	.	.	14%	i	-2
CCCCNS(=O)(=O)c1ccc2nc(-c3cccnc3)cc(C(=O)NC3CCCC3)c2c1	i	7%	.	.	.	5	750	-0.36	-0.22	0.65	-0.74	.	.	.	2%	.	.
COc1ccc(OC)c(S(=O)(=O)NCc2csc(-c3ccccc3)n2)c1	i	-8%	2.4	3.1	6.7	-9	623	1.2	-0.21	0.59	-0.15	.	0.74	1241	-6%	i	7
COC(=O)c1cc2oc(C)cc2n1CC(=O)Nc1ccc(OC)c(OC)c1OC	i	4%	2.5	3.3	7.2	.	.	0.38	-0.3	0.2	0.0026	-2.4%	0.64	1243	-2%	i	7
CCOCCCNC(=O)C(NC(=O)c1ccccn1)c1ccc(C)cc1 (centres undefined)	i	-1%	2.6	1.8	13	-12	713	0.9	-0.27	1.2	0.8	-0.7%	-0.07	1226	3%	i	-5
CCOc1ccc(-c2nc(C)c(C(C)=O)n2O)cc1	i	19%	2.5	0.6	4.4	5	727	0.21	-0.073	0.29	0.17	-6.8%	0.3	851	1%	i	-18
O=S(=O)(Nc1cccc2ccccc12)c1cccc2nonc12	i	1%	.	.	.	4	759	2.2	-0.23	1	-0.75	.	0.5	1429	16%	.	.
CC(C)C(=O)Nc1ccc2c(c1)nc(CCN1CCN(c3ccccc3)CC1)n2C	i	-2%	.	.	.	.	.	-0.91	-0.29	-0.64	1.1	.	-0.13	1401	-8%	.	.
CCN(CC)CC#CCC(OC)(c1ccccc1)c1ccccc1	i	3%	3.0	1.2	4.9	1	680	0.14	-0.2	-0.24	-0.023	-0.2%	-0.71	1358	3%	i	5
COC(=O)c1ccc(NC(=O)C2CCN(C(=O)c3cc(OC)c(OC)c(OC)c3)CC2)cc1	i	-21%	1.6	1.7	5.8	-16	796	-0.87	-0.036	-0.24	0.87	-1.0%	-0.15	831	19%	i	-6
Cc1ccc(N2C(=O)CC(N3CCc4ccccc43)C2=O)cc1Cl (centres undefined)	i	-5%	1.9	2.4	3.7	2	770	0.0087	-0.3	0.089	0.26	-0.5%	0.16	1131	-1%	i	18
O=c1c(Cc2ccc(Cl)cc2Cl)c(O)ccn1CCCN1CCOCC1	i	-1%	2.0	2.3	8.3	-26	577	-0.19	-0.23	-0.05	0.81	0.7%	-0.5	1632	4%	i	-38
CCO/C(C)=C1/SC(=S)NC1=O	i	24%	.	.	.	2	678	-0.89	-0.28	-0.099	1.1	.	.	.	9%	.	.
CC(C)c1ccc(Nc2cnn(C34CC5CC(CC(CC(=O)O)(C5)C3)C4)c(=O)c2Cl)cc1	i	74%	1.6	1.3	7.2	1	759	0.32	-0.45	0.28	0.41	-0.6%	-0.39	988	15%	i	-14
O=C(OCC(=O)N1CCC(Cc2ccccc2)CC1)c1ccc[nH]c1=O	i	19%	3.6	1.4	6.5	7	679	-0.16	-0.22	0.55	0.69	.	-0.42	1010	0%	i	-6
O=C(NCc1ccc(N2CCCC2=O)cc1)c1cccc(Cl)c1	i	-2%	4.3	3.3	3.8	-1	751	-0.78	-0.32	0.35	-0.42	1.1%	-0.21	1560	2%	i	5
COc1ccc(CNC(=O)c2c(C)oc3c2C(=O)c2ccccc2C3=O)cc1	i	-1%	47	47	92	-14	743	-0.66	-0.2	0.4	0.29	-4.0%	0.12	1005	16%	i	31
N=C1S/C(=C\c2ccco2)C(=O)N1c1ccc2c(c1)OCO2	i	6%	3.2	1.6	8.8	2	708	0.19	-0.21	0.8	-0.63	-0.8%	-0.27	1488	10%	i	-3
O=C(Nc1cccc(S(=O)(=O)N2CCOCC2)c1)c1ccc2c(=O)n3c(nc2c1)CCCCC3	i	-6%	2.0	1.5	6.0	-5	640	-0.86	-0.1	-0.032	0.017	-1.0%	-1.4	1248	7%	i	5
Cc1nnc(SCCN2CCOCC2)n1C	i	11%	3.4	0.9	8.1	.	.	-0.32	-0.21	0.43	0.38	-2.1%	0.45	1330	-1%	i	22
CN(Cc1nc(-c2cnccn2)no1)CC1(c2ccccc2)CC1(C)C (centres undefined)	i	-5%	3.6	1.3	8.7	-12	652	-0.53	-0.29	-0.033	0.39	-1.2%	-0.24	1406	-1%	i	17
COc1c(Cl)cnn(-c2ccccc2)c1=O	i	-2%	2.8	2.6	3.1	20	657	0.22	-0.23	0.27	0.22	0.7%	-1	1515	9%	i	-6
O=C1N(c2ccc3c(c2)OCCO3)C(c2ccccc2)C1(F)F (centres undefined)	i	6%	3.1	3.8	12	5	681	-0.46	-0.08	0.21	0.27	-0.7%	-0.38	1222	7%	i	0
COc1ccc(OCc2ccc(-c3nc4ccccc4c(=O)n3N)o2)cc1	i	-7%	2.1	2.3	8.2	.	.	0.33	-0.2	0.33	-0.12	-2.2%	-0.67	1391	3%	i	-1
CCOc1cc2[nH]c(=O)n(Cc3ccccc3)c(=O)c2cc1OCC	i	6%	2.0	2.3	3.9	.	.	-0.99	-0.19	-0.3	0.32	-0.6%	0.19	1567	-7%	i	0
Cc1c(NC(=O)CSc2n[nH]c(=O)n2-c2ccccc2)c(=O)n(-c2ccccc2)n1C	i	11%	3.5	1.5	4.0	-10	696	1.1	-0.26	0.86	-0.81	-6.3%	-0.35	1347	10%	i	37

Given in CSV form: part of the list above
SMILES,Yfh1-off respiration,M17LAP inhibition,MT stabilize HCS,MT stabilize HCS Hoechst-high %,MT stabilize HCS cytotoxicity %,Hep lipid drop,Hep lipid drop cells 6.5 µM,Dynein transport,Dynein transport cytoplasmic EGFP,Dynein transport nuclear GR-EGFP,Dynein transport cell count,ER stress rescue,Ins promoter up,Ins promoter up cell count,P. falciparum M1AAP,Autophagy HCS,Autophagy HCS cell loss 18 h
COc1ccc(CNC(=O)c2c(C)oc3c2C(=O)c2ccccc2C3=O)cc1,i,-1%,47,47,92,-14,743,-0.66,-0.2,0.4,0.29,-4.0%,0.12,1005,16%,i,31
CC(C)c1ccc(Nc2cnn(C34CC5CC(CC(CC(=O)O)(C5)C3)C4)c(=O)c2Cl)cc1,i,74%,1.6,1.3,7.2,1,759,0.32,-0.45,0.28,0.41,-0.6%,-0.39,988,15%,i,-14
